Bioassay records (PubChem)
RPL19A TOR yeast = modulators of TOR pathway RPL19A-GFP in S. cerevisiae; percent response vs DMSO, % at 10 µM; 330,000 tested, 0.3% active; S. cerevisiae RPL19A-GFP strain, flow cytometry, 3 h; hits give low values;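 active = percent response vs DMSO below 50%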;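 also: median channel GFP fluorescence of the barcoded RPL19A-GFP strain; ratio of sample median GFP to plate DMSO average so 100% = DMSO; lower means less RPL19A-GFP as with rapamycin TOR inhibition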
AGP1 TOR yeast = modulators of TOR pathway AGP1-GFP in S. cerevisiae | 320,000 tested, 0.02% active | GFP response vs DMSO, % at 10 µM | S. cerevisiae AGP1-GFP multiplex flow cytometry, 3 h; GFP as percent of DMSO wells;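 active = GFP response relative to DMSO above a set limit, near screen average plus 3 SD, cut at about 150% in these data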;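 also: median GFP channel fluorescence of the gated AGP1 strain per well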
CIT2 TOR yeast = alters CIT2-GFP fluorescence in TOR pathway yeast screen. S. cerevisiae CIT2-GFP strain, flow cytometry, 3 h; 100 means same as DMSO wells. GFP response vs DMSO, % at 10 µM. 320,000 tested, 0.065% active;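 active = GFP response relative to DMSO above a set limit, near the screen mean plus 3 SD, cut at about 150% in these data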;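 also: ratio of well median GFP fluorescence to mean of DMSO wells on the plate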
MEP2 TOR yeast = yeast TOR pathway MEP2-GFP modulation; S. cerevisiae MEP2-GFP strain, flow cytometry GFP, 3 h; 100% = DMSO control level; GFP response vs DMSO, % at 10 µM; 330,000 tested, 0.51% active; AID 2016;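 active = GFP response versus DMSO above a set limit, roughly screen mean plus 3 SD, cut at about 180% in these data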;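 also: median GFP fluorescence of the barcode-gated MEP2-GFP cells per well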
Efflux pump inh = inhibitors of Candida antifungal efflux pumps expressed in yeast; 330,000 tested, 0.44% active; AID 485275; inhibition, % at 10 µM; S. cerevisiae Candida pump triplex, Nile Red efflux;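 active = plate passing quality check with inhibition over a set limit, or well fluorescence over plate mean plus 4 SD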;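 also: Nile Red retained in pooled yeast measured as flow cytometry median fluorescence; 0% = buffer negative control and 100% = Enniatin B positive control; higher means more Nile Red kept so more efflux inhibition; some compounds called inactive have numbers as strong as hits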
AHR activator = activators of human aryl hydrocarbon receptor; 320,000 tested, 2.5% active; P35869; activation, % at 5 µM; AHR-responsive luciferase reporter cells, luminescence; in the data active = activation above about 47%;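 also: 0% = vehicle wells and 100% = reference agonist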
Target sequence (P35869 whole entry, looked up): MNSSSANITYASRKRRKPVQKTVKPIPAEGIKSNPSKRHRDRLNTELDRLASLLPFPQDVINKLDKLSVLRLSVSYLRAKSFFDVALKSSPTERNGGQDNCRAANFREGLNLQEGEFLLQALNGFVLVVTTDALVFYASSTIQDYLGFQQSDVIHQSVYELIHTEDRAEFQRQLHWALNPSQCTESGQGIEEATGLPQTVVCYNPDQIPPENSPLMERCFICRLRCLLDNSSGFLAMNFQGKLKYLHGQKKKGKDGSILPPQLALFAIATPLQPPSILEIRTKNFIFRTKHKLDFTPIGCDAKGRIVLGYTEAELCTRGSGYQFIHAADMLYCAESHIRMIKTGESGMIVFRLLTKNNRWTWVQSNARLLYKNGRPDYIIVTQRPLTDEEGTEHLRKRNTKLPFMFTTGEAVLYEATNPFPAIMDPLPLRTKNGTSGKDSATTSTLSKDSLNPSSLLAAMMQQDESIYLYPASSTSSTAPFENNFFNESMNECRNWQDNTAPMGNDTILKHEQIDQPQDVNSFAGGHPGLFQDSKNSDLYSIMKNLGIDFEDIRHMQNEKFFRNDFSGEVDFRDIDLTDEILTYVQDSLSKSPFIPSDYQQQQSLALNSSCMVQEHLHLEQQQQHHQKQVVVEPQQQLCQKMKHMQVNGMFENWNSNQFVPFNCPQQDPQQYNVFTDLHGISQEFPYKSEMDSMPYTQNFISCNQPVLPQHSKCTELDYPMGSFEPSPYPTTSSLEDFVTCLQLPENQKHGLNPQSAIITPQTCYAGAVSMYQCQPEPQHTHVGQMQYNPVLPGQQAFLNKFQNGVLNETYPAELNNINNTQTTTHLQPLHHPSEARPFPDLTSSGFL
LAP4-GFP MLPCN = modulators of TOR pathway LAP4-GFP in S. cerevisiae. S. cerevisiae LAP4-GFP multiplex, flow cytometry GFP, 3 h; median GFP as percent of DMSO wells. GFP response vs DMSO, % at 10 µM. 320,000 tested, 0.34% active. AID 2023;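 active = GFP response vs DMSO above a set limit, about the screen mean plus 3 SD, cut at about 150% in these data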
CR mimetic SO = yeast age-related superoxide inhibition as caloric restriction mimetic; S. cerevisiae aged cells, superoxide DHE fluorescence; hits give low values; superoxide response (% of plate mean), % at 10 µM; 330,000 tested, 0.18% active; AID 2690;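 active = superoxide response under a set limit, about three screen SD below normal, cut at about 65% in these data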;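 also: yeast aged for seven days with compound at 30 °C before DHE staining; 100% = average MFI of all compound-treated wells on the plate with controls excluded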
* marks the source's active call; other numbers are inactive results; / = no result given.

No.	Structure	RPL19A TOR yeast	AGP1 TOR yeast	CIT2 TOR yeast	MEP2 TOR yeast
1	CCOc1ccc(C(=O)Nc2ccccc2OC(F)F)cc1	98	97	100	96
2	COc1ccc(COc2ccc(C3C(S(=O)(=O)c4ccccc4)CON3C)cc2OC)cc1 (configuration not stated)	97	101	97	89
3	COC(=O)C1(C(C[N+](=O)[O-])c2ccco2)C(=O)NCC1c1ccccc1 (configuration not stated)	87	100	111	94
4	Oc1ccc(C=NCCc2ccccc2)cc1	106	103	113	108
5	O=C(N/N=C1\CCCc2c1[nH]c1ccc([N+](=O)[O-])cc21)c1ccncc1	106	107	103	110
6	c1cncc(CNc2ncnc3sc4c(c23)CCC4)c1	99	100	91	93
7	NC(=S)N=Nc1c(O)[nH]c2c(Br)cc(Br)cc12	94	90	91	97
8	Cc1ccsc1/C=C1\SC(=S)N(CC2CCCO2)C1=O (configuration not stated)	102	100	100	127
9	CC(C)CCN1CCN(Cc2ccc(N3CCNC3=O)cc2)CC1CCO (configuration not stated)	105	108	107	108
10	Cn1cccc1/C=N/NC(=O)CSc1nc2ccccc2[nH]1	97	110	106	101
11	O=C(NCCCNC(=O)c1ccc(-c2cccc(Cl)c2)o1)c1cnccn1	105	96	97	110
12	Cc1ccc(OCc2nc(-c3cccnc3)no2)cc1C	100	97	110	102
13	Cc1ccc(NC(=O)Cc2c(Cl)cccc2Cl)cc1S(=O)(=O)N(C)C	94	117	87	96
14	CCCOC(=O)c1ccc(NC(=O)c2c(Cl)ccc(Cl)c2OC)cc1	105	98	112	108
15	COC(=O)C1CN(C(=O)COc2ccc(C)cc2)c2ccccc2O1 (configuration not stated)	99	98	99	101

No.	Efflux pump inh	AHR activator	LAP4-GFP MLPCN	CR mimetic SO
1	0.0	1	95	107
2	0.2	-1	94	95
3	0.2	2	96	85
4	0.1	0	74	110
5	-0.1	24	97	111
6	-0.1	10	104	96
7	0.1	63*	96	93
8	0.3	6	124	106
9	-0.1	2	111	96
10	-0.1	13	136	78
11	0.1	0	100	94
12	0.1	32	91	90
13	0.0	-1	91	118
14	-0.1	2	99	123
15	-0.2	22	91	110

(listing goes on)
No.	Structure	RPL19A TOR yeast	AGP1 TOR yeast	CIT2 TOR yeast	MEP2 TOR yeast
16	O=C(Nc1ccc(NC(=S)NC(=O)c2ccccc2Cl)cc1)c1cccc(Cl)c1	102	105	109	102
17	CCc1ccccc1NC(=O)CCNS(=O)(=O)c1ccc2c(c1)CCC(=O)N2	100	103	103	109
18	O=C(NCCO)/C(=C/c1ccc(Br)cc1)NC(=O)c1cccs1	106	111	111	106
19	Cc1ccc(S(=O)(=O)Nc2cccc(C(=O)NCc3ccc(S(N)(=O)=O)cc3)c2)cc1	100	99	104	106
20	CCCCOc1ccc(C(=O)NCC(=O)N2CC(C)CC(C)C2)cc1 (configuration not stated)	95	94	91	93
21	O=C(O)CN1C(=O)N/C(=C\c2cccn2-c2ccc(P(=O)(O)O)cc2)C1=O	95	99	94	96
22	O=C(Oc1ccc2c(=O)c(Cl)coc2c1)c1cccnc1	98	80	85	92
23	CCOc1ccc(OCCN2C(=O)NC3(CCCc4ccccc43)C2=O)cc1 (configuration not stated)	103	98	102	98
24	Cc1ccc(/C=C/C(=O)OCn2nnc3ccccc3c2=O)o1	99	96	100	119
25	O=C(CCC(=O)N1CCN(c2ccccn2)CC1)Nc1nnc(C(F)(F)F)s1	97	103	90	93
26	ON1C(c2ccccc2C(F)(F)F)N(O)[C@H]2CCCC[C@H]21 (some centres not stated)	100	106	99	103
27	Cc1ccc2nc(NC(=O)c3cccc(-c4cc5ccccc5oc4=O)c3)sc2c1	97	96	96	104
28	O=[N+]([O-])c1ccccc1CNC1CCCCCC1	92	92	91	105
29	CCOC(=O)C1CCN(C(=O)COc2ccc(Br)cc2C)CC1	99	108	97	106
30	COc1ccc(-c2noc(CN(C)S(=O)(=O)c3ccc(Cl)cc3)n2)cc1OC	96	97	94	104

No.	Efflux pump inh	AHR activator	LAP4-GFP MLPCN	CR mimetic SO
16	-0.1	-3	103	103
17	0.1	0	101	90
18	-0.1	-2	105	104
19	-0.1	1	95	101
20	0.1	0	96	103
21	-0.2	1	107	110
22	-0.1	1	91	105
23	0.0	9	100	97
24	0.0	1	135	117
25	0.0	-2	112	83
26	-0.1	1	100	90
27	0.0	17	103	88
28	0.1	0	99	93
29	-0.1	-5	103	95
30	0.1	3	102	107

Next entries
No.	Structure	RPL19A TOR yeast	AGP1 TOR yeast	CIT2 TOR yeast	MEP2 TOR yeast
31	Cc1cc(SCC(=O)c2cccc([N+](=O)[O-])c2)nc(=O)[nH]1	98	104	100	95
32	O=C(COC(=O)c1cccnc1Cl)NC1CCCCCC1	96	99	97	103
33	O=C(CN1CCN(c2ccc(F)cc2)CC1)Nc1ccccc1[N+](=O)[O-]	101	95	92	95
34	C/C(=N\NC(=O)CNC(=O)C(c1ccccc1)c1ccccc1)c1ccccc1	104	106	104	101
35	C[C@H](CO)N1C[C@H](C)[C@@H](CN(C)C)Oc2c(NS(=O)(=O)c3ccccc3)cccc2C1=O	103	104	108	99
36	COc1ccccc1NC(=O)Nc1ccc2c(c1)nc(C)n2C	100	101	95	104
37	O=C(O)c1ccc([N+](=O)[O-])c(CS(=O)(=O)c2ccccc2)c1	104	98	105	100
38	C=C1SC(=Nc2ccccc2Cl)N(C(=O)c2sc3ccccc3c2Cl)C12CCCCC2	104	108	105	102
39	COc1ccccc1Cn1c(=S)[nH]c2ccccc2c1=O	101	92	100	109
40	Oc1cccc(/C=N/Nc2nn3cnnc3c3ccccc23)c1	100	90	87	112
41	O=C(NCc1ccccc1Cl)C1=CC=CN2CCS(=O)(=O)N=C12	99	106	102	101
42	CCN(CC)c1ccc(/C=C2\NC(=O)NC2=O)cc1	108	115	109	117
43	CCC12CN3CC(CC)(CN(C1)C3c1ccccc1Cl)C2O (configuration not stated)	97	98	100	95
44	Cc1cc(C)c(S(=O)(=O)c2ccccc2)c(OC(=O)c2c(F)cccc2F)n1	101	99	91	95
45	CN(C1CCS(=O)(=O)C1)S(=O)(=O)c1ccc(N2CCCC2=O)cc1 (configuration not stated)	94	100	102	95

No.	Efflux pump inh	AHR activator	LAP4-GFP MLPCN	CR mimetic SO
31	-0.1	8	99	91
32	0.0	-2	98	110
33	-0.1	1	91	103
34	0.2	1	93	100
35	-0.3	-1	102	93
36	0.1	12	104	99
37	-0.4	0	93	131
38	0.0	42	104	114
39	-0.1	4	90	92
40	0.1	30	93	108
41	-0.1	0	103	91
42	-0.3	88*	109	110
43	0.0	4	93	96
44	0.0	-1	103	95
45	0.0	-1	103	106

Following part:
No.	Structure	RPL19A TOR yeast	AGP1 TOR yeast	CIT2 TOR yeast	MEP2 TOR yeast
46	Cc1nc2sccn2c(=O)c1S(=O)(=O)Nc1ccc(N2CCN(S(C)(=O)=O)CC2)cc1	105	99	102	109
47	Cc1ccc(NC(=O)CSc2nc(=O)cc(N)n2-c2ccccc2)cc1	103	99	/	96
48	Cc1cccc(NC(=S)NC2CCN(Cc3ccccc3)CC2)c1C	101	92	95	100
49	COc1ccc(-c2cn(Cc3ccc(C)cc3)nn2)cc1	93	75	66	86
50	Cc1ccc(C2=NN(CC(=O)NCCN(C)C)C(=O)CC2)cc1	102	103	103	102
51	COC(=O)c1ccc(NC(=O)COc2ccc3c(c2)OCO3)cc1	96	86	93	93
52	OCCNCc1cc(Br)ccc1OCc1ccccc1Cl	101	98	100	101
53	COc1cccc(CN(C)CC(=O)NCc2ccccc2Cl)c1	102	95	102	101
54	COc1ccc([C@@H]2CC(=O)c3c(O)cc(O)cc3O2)cc1O	102	90	84	99
55	CCOC(=O)c1c(NC(=O)CSc2nnc(-c3cccc(C)c3)n2CC)sc(C(C)=O)c1C	90	92	87	90
56	CNc1snc(C)c1C(=O)OC(C)C(=O)Nc1ccc(F)cc1 (configuration not stated)	96	97	96	95
57	Cc1cc(Nc2ccccc2)nn1C(=O)c1ccc(Cl)cc1	97	97	100	106
58	COc1cc2[nH]c(=S)n(N(C(C)=O)C(C)=O)c(=O)c2cc1OC	97	100	102	99
59	Cc1nn(C)c(Cl)c1CN1CCN(C2CCCCC2)C(CCO)C1 (configuration not stated)	99	104	94	93
60	COC(=O)c1ccc(CN2CCC(Oc3ccc(C(=O)N4CCCCC4)cc3)CC2)cc1	99	95	100	98

No.	Efflux pump inh	AHR activator	LAP4-GFP MLPCN	CR mimetic SO
46	0.6	2	93	96
47	0.0	6	92	99
48	0.2	2	105	106
49	-0.1	9	119	98
50	0.0	4	93	103
51	0.1	2	96	95
52	-0.1	119*	90	99
53	0.0	1	86	93
54	0.0	-1	107	87
55	0.2	-3	99	94
56	0.0	10	104	109
57	-0.1	6	96	93
58	-0.1	-2	102	109
59	-0.1	-3	112	93
60	-0.1	-3	87	92

An excerpt of these results, screen by screen:
59	Cc1nn(C)c(Cl)c1CN1CCN(C2CCCCC2)C(CCO)C1 (configuration not stated)
60	COC(=O)c1ccc(CN2CCC(Oc3ccc(C(=O)N4CCCCC4)cc3)CC2)cc1
assay / entry	59	60
RPL19A TOR yeast	99	99
AGP1 TOR yeast	104	95
CIT2 TOR yeast	94	100
MEP2 TOR yeast	93	98
Efflux pump inh	-0.1	-0.1
AHR activator	-3	-3
LAP4-GFP MLPCN	112	87
CR mimetic SO	93	92

Exported screen by screen: six of the compounds above
55) CCOC(=O)c1c(NC(=O)CSc2nnc(-c3cccc(C)c3)n2CC)sc(C(C)=O)c1C
56) CNc1snc(C)c1C(=O)OC(C)C(=O)Nc1ccc(F)cc1 (configuration not stated)
57) Cc1cc(Nc2ccccc2)nn1C(=O)c1ccc(Cl)cc1
58) COc1cc2[nH]c(=S)n(N(C(C)=O)C(C)=O)c(=O)c2cc1OC
59) Cc1nn(C)c(Cl)c1CN1CCN(C2CCCCC2)C(CCO)C1 (configuration not stated)
60) COC(=O)c1ccc(CN2CCC(Oc3ccc(C(=O)N4CCCCC4)cc3)CC2)cc1

compound no.	55	56	57	58	59	60
RPL19A TOR yeast	90	96	97	97	99	99
AGP1 TOR yeast	92	97	97	100	104	95
CIT2 TOR yeast	87	96	100	102	94	100
MEP2 TOR yeast	90	95	106	99	93	98
Efflux pump inh	0.2	0.0	-0.1	-0.1	-0.1	-0.1
AHR activator	-3	10	6	-2	-3	-3
LAP4-GFP MLPCN	99	104	96	102	112	87
CR mimetic SO	94	109	93	109	93	92

Remaining list, next part
No.	Structure	RPL19A TOR yeast	AGP1 TOR yeast	CIT2 TOR yeast	MEP2 TOR yeast
61	COc1ccc(N2CCN(C(=S)Nc3cc(C)ccc3C)CC2)cc1	98	100	102	100
62	Cc1ccc(S(=O)(=O)NC2CC(C)(C)NC(C)(C)C2)cc1C	102	100	100	104
63	COc1ccc2c(c1)cc(C(=O)N[C@H](C(=O)N1CCC(C(=O)O)CC1)C(C)C)n2C	103	102	101	103
64	O=C(O)CC(C(=O)Nc1cccc(C(F)(F)F)c1)C1CCCO1 (configuration not stated)	105	101	109	104
65	CCOc1ccc(CN2CCC(Cc3ccccc3)CC2)cc1	101	104	101	108
66	Cc1nn(CCCC(=O)NCc2ccc(F)cc2)c(=O)c2nccn12	98	108	123	107
67	Cc1noc(C(C)C)c1C(=O)Nc1ccc(-c2nnc3n2CCCCC3)cc1	97	101	96	101
68	Cc1cc(Cl)c(O)c(-n2nc3ccccc3n2)c1	99	106	104	109
69	CCc1ccc(C2C(=O)c3ccccc3C2=O)cc1	97	101	94	103

No.	Efflux pump inh	AHR activator	LAP4-GFP MLPCN	CR mimetic SO
61	-0.1	0	96	91
62	0.2	-3	101	112
63	0.0	5	104	89
64	0.0	0	107	98
65	0.1	1	95	97
66	0.0	1	105	82
67	0.1	-2	110	114
68	0.0	21	110	103
69	0.2	3	116	92
